Source: PubChem BioAssay
SIAH1 antagonists: blockers of Siah-1 interaction with plectin peptide – biochemical, fluorescence polarization, rhodamine-plectin, uHTS, primary screen (AID 1817). Siah-1 / rhodamine-plectin peptide fluorescence polarization; higher % means a stronger effect. one-dose displacement, % at 20 µM; IC50 in µM for titrated hits. hit rate 0.02% among 290,000;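 active = displacement of at least 50% at 20 µM, with a fluorescence ratio check between 0.3 and a set limit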;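 note: plate controls were Siah plus tracer with DMSO for no effect and tracer alone without Siah for full effect; strong numbers were not always called active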
Dengue-2 NS5 capping: Dengue-2 NS5 methyltransferase inhibitors, primary screen, biochemical, confirmation dose response (AID 588689); Dengue-2 NS5 methyltransferase capping enzyme assay, biochemical; higher % means a stronger effect; inhibition, % at 25 µM; hits with a dose series show IC50 in µM; hit rate 0.3% among 340,000; in the data active = a potency from the dose series; inconclusive = inhibition above about 29% without an active follow-up result
HIV fusion peptide: inhibitors of HIV fusion peptide binding, primary screen, biochemical, uHTS, fluorescence dequenching (AID 1986); cell-free peptide binding, fluorescence dequenching, 30 min; higher % means a stronger effect; one-dose inhibition, % at 20 µM; IC50 in µM for titrated hits; hit rate 0.3% among 290,000; in the data active = inhibition mostly above about 52%, no sharp cut-off; inactive = mostly below about 76%; note: some results filed as inactive read as strong as hits
LYP inhibition: inhibitors of LYP phosphatase, biochemical, fluorescence intensity, uHTS (AID 1779). recombinant LYP phosphatase, fluorescence intensity; higher % means a stronger effect. one-dose inhibition, % at 11.5 µM; IC50 in µM for titrated hits. hit rate 0.054% among 290,000;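 note: plate controls were vehicle with enzyme for no effect and no enzyme for full effect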
NOD2 inhibition: NOD2 signaling inhibitors, cell-based, luminescence, uHTS, HEK293 (AID 1566) | HEK293 NOD2/NF-kB luciferase reporter, luminescence; higher % means a stronger effect | hit rate 0.63% among 290,000 | inhibition, % at 4 µM; hits with a dose series show EC50 in µM; note: many of its hits are not listed in these tables
Myeloid diff MLP: promotes myeloid progenitor differentiation; ER-HoxA9 myeloid progenitors, lysozyme-GFP differentiation, flow cytometry; hit rate 1% among 360,000; calls only at 10 µM; AID 624256;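 active = normalized GFP-positive differentiation at or above the plate's own cutoff, the solvent-only control mean plus 3 SD; inconclusive = no clear call, values can overlap the other calls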;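 note: cells exposed to compound for four days before flow analysis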
Hep lipid drop: hepatic lipid droplet formation modulation | AML12 mouse hepatocytes, oleate lipid droplets, BODIPY imaging | inhibition, % at 6.5 µM | hit rate 0.4% among 240,000 | AID 1656;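 active = lipid droplet intensity inhibited by at least 50%, with more than 500 cells counted; inconclusive = wells with under 300 cells, treated as cytotoxic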
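Assay system: AML12 hepatocytes (mouse); Probe or stimulus: oleic acid at 100 µM to induce lipid droplet formation; Dosing: compound at 6.5 µM only; Schedule: compound with oleate, overnight; Detection: fluorescence imaging, 20x objective, two fields per well; Measure: % inhibition of lipid droplet signal.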
XIAP displacement: XIAP antagonists, biochemical, IAP family, fluorescence polarization (AID 1018); hit rate 0.007% among 200,000; XIAP BIR domain, fluorescence polarization peptide displacement; higher % means a stronger effect; one-dose displacement, % at 20 µM; IC50 in µM for titrated hits; in the data active = displacement above about 50%; note: a part of the inactive calls stands beside numbers as strong as those of hits
AID2073: inhibitors of Mint1-CaV2.2 protein interaction, biochemical, HTRF (AID 2073) | HTRF protein-protein interaction, Mint1-CaV2.2; higher % means a stronger effect | one-dose inhibition, % at 20 µM; IC50 in µM for titrated hits | hit rate 0.19% among 290,000; in the data active = inhibition mostly above about 51%, no sharp cut-off; inconclusive = no clear call, values can overlap the other calls; inactive = mostly below about 53%; note: some results filed as inactive read as strong as hits
Hep lipid drop cells 6.5 µM: recorded beside Hep lipid drop, whose call it bears; cell count; measured here: cell count, cytotoxicity flag;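 cells counted across two imaged fields per well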
Dengue-2 NS5 capping pilot replicate: further read-out of Dengue-2 NS5 capping, marked with its call; inhibition, %; measured here: pilot screen replicate inhibition
Myeloid diff MLP GFP+ MAC1+ %: also measured in Myeloid diff MLP; calls as there; GFP+ MAC1+ double positive, %; measured here: differentiation confirmed by MAC1 staining
* marks the source's active call; other numbers are inactive results; i = inactive; ? = inconclusive; . = not tested or not shown. Cut-off read from the data, not from the text of the source, unless noted: active = inhibition above about 50%; inactive = the rest. The list is partial (hit frequency here may not be typical).

SMILES	SIAH1 antagonists	Dengue-2 NS5 capping	HIV fusion peptide	LYP inhibition	NOD2 inhibition	Myeloid diff MLP	Myeloid diff MLP GFP+ MAC1+ %	Hep lipid drop	Hep lipid drop cells 6.5 µM	XIAP displacement	AID2073	others
CN(Cc1cnn(C)c1)C(=O)CC1C(=O)NCCN1Cc1cccc(Oc2ccccc2)c1 (centres undefined)	1%	3%	-2.3%	-10%	3%	i	0.5	-4	674	.	7%
CCCCCC(=O)N/N=C(\C)c1ccc(Cl)cc1	-1%	-4%	-3.6%	-9%	-10%	i	7.9	.	.	-8.5%	-2%
Cc1cc(NCc2ccccn2)ccc1Br	-1%	1%	-1.4%	-8%	-56%	i	0.8	.	.	-4.9%	-6%
CCOC(=O)C1CCCN(c2c(N3CCc4ccccc4C3)c(=O)c2=O)C1 (centres undefined)	2%	.	-0.7%	-5%	5%	.	.	.	.	-5.7%	-6%
CCc1cc(=O)n2[nH]c(-c3ccccc3)c(-c3ccccc3)c2n1	2%	-3%	2.2%	-4%	17%	i	0.9	-3	811	.	18%
NCCCC(=O)N1c2ccccc2Sc2ccc(Cl)cc21	0%	-1%	0.1%	-4%	-2%	i	0.3	4	804	.	29%
N#Cc1c2n(c(=S)n(-c3ccccc3)c1=O)CCCCC2	4%	-1%	-1.4%	-1%	13%	i	0.6	1	664	-1.2%	-5%
O=C(O)CC(=O)Nc1cc(Cl)ccc1O	3%	3%	1.0%	-4%	18%	i	5.0	13	795	-3.5%	39%
COc1ccc(-c2cc(C)no2)cc1S(=O)(=O)N1CCCN(Cc2ccccc2Cl)C1	-2%	-2%	-1.8%	-4%	12%	i	0.6	-8	762	.	-8%
CCOC(=O)CSc1nc(C)c(CC)c(C)c1C(N)=O	1%	-4%	2.0%	-10%	9%	i	0.5	-8	726	-4.4%	-5%
CCc1nnc(NC(=O)CSc2nnc(-c3ccc(S(=O)(=O)N(CC)CC)cc3)n2CC)s1	3%	-3%	4.4%	6%	-9%	i	1.5	10	822	-1.2%	-12%	Dengue-2 NS5 capping pilot replicate=-3.3
O=C(Nc1ccc2c(c1)OCCO2)c1c(F)c(F)c(F)c(F)c1F	3%	-2%	-1.6%	3%	0%	i	0.5	12	685	-3.1%	4%
O=C1c2ccccc2NC(c2cccc(O)c2)N1O (centres undefined)	-1%	-5%	-5.1%	-10%	13%	i	0.5	7	651	.	9%
O=C1C(=O)N(CCN2CCOCC2)C(c2ccccn2)/C1=C(/O)c1ccc(Cl)cc1 (centres undefined)	17%	2%	16%	-5%	18%	i	0.8	20	726	-3.9%	7%
CCOC(=O)N1CCN(c2c(Nc3ccc4c(c3)OCCO4)c(=O)c2=O)CC1	3%	-1%	-1.4%	-3%	2%	i	4.7	.	.	0.5%	5%
N#Cc1ccccc1NC(=O)CSc1nnc(-c2ccccc2O)n1-c1ccccc1	3%	-10%	-2.1%	-9%	8%	i	6.8	-36	716	-6.7%	0%
CC(=O)Nc1nonc1-c1ccccc1	1%	3%	-0.9%	-2%	-3%	i	2.1	.	.	-0.8%	0%
COc1ccc(CCn2c(C)cc(C(=O)CSc3nc(N)cc(=O)[nH]3)c2C)cc1	5%	2%	1.1%	2%	33%	i	1.1	.	.	-0.6%	-5%
CC1(C)CC(=O)C=C(NCCCNC2CCCCC2)C1	-2%	1%	-1.6%	-8%	-9%	i	1.3	.	.	-4.2%	0%	Dengue-2 NS5 capping pilot replicate=2.4
Fc1ccc(CN2CCN3CCCC3C2C2CCCCC2)cc1F (centres undefined)	-2%	-3%	-1.6%	-8%	13%	i	1.3	.	.	-1.8%	-1%
CC1=C(C#N)C(c2ccccc2O)C(C#N)=C(C)N1	0%	2%	-1.6%	3%	-4%	i	0.9	4	645	-3.9%	18%
COc1c(C)cc(C(=O)C2CCCN(S(=O)(=O)N(C)C)C2)cc1C (centres undefined)	-7%	-3%	-0.4%	-6%	16%	i	0.2	0	832	.	8%
Cc1cc(C)nc(NC(=O)c2csnn2)c1	-1%	.	-0.5%	-1%	8%	i	0.2	2	684	-4.5%	-12%
O=C(O)CC(CC(=O)Nc1ccc(-n2ccc(C(F)(F)F)n2)cc1)c1ccccc1 (centres undefined)	9%	-10%	0.3%	-8%	-1%	i	0.4	5	685	.	4%
Cn1c(CC(=O)Nc2ccccc2)cc2ccccc21	-2%	-7%	-0.1%	-7%	-135%	?	.	15	776	.	42%
Cc1ccc(C)c(Oc2nnnn2-c2ccccc2)c1	-4%	-5%	0.9%	-3%	2%	i	0.9	4	806	-5.8%	12%
N=C1C(c2nc(-c3cccc([N+](=O)[O-])c3)cs2)=C(O)CN1NC(=O)c1ccco1	-5%	-2%	-2.1%	-6%	22%	i	0.1	-14	618	0.5%	-16%
CCOC(=O)CNC(=O)CN1C(=O)CC(c2ccco2)Sc2ccccc21 (centres undefined)	2%	1%	1.0%	-9%	-8%	i	0.9	-13	732	.	19%
CCCNC(=O)C1CC(=O)N(c2ccc(OCc3ccc(Cl)cc3)cc2)C1 (centres undefined)	12%	-4%	-0.1%	-8%	-90%	i	1.5	7	795	.	5%
N#CC(C#N)=C/C(C#N)=C(/N)N1CCN(c2ccc(Cl)cc2)CC1	0%	21%	0.2%	-3%	-51%	i	4.9	.	.	-5.2%	4%

No new results follow: 6 of the compounds above.
SMILES	SIAH1 antagonists	Dengue-2 NS5 capping	HIV fusion peptide	LYP inhibition	NOD2 inhibition	Myeloid diff MLP	Myeloid diff MLP GFP+ MAC1+ %	Hep lipid drop	Hep lipid drop cells 6.5 µM	XIAP displacement	AID2073	others
CC(=O)Nc1nonc1-c1ccccc1	1%	3%	-0.9%	-2%	-3%	i	2.1	.	.	-0.8%	0%
COc1ccc(CCn2c(C)cc(C(=O)CSc3nc(N)cc(=O)[nH]3)c2C)cc1	5%	2%	1.1%	2%	33%	i	1.1	.	.	-0.6%	-5%
CC1(C)CC(=O)C=C(NCCCNC2CCCCC2)C1	-2%	1%	-1.6%	-8%	-9%	i	1.3	.	.	-4.2%	0%	Dengue-2 NS5 capping pilot replicate=2.4
Fc1ccc(CN2CCN3CCCC3C2C2CCCCC2)cc1F (centres undefined)	-2%	-3%	-1.6%	-8%	13%	i	1.3	.	.	-1.8%	-1%
CC1=C(C#N)C(c2ccccc2O)C(C#N)=C(C)N1	0%	2%	-1.6%	3%	-4%	i	0.9	4	645	-3.9%	18%
COc1c(C)cc(C(=O)C2CCCN(S(=O)(=O)N(C)C)C2)cc1C (centres undefined)	-7%	-3%	-0.4%	-6%	16%	i	0.2	0	832	.	8%

Next section
SMILES	SIAH1 antagonists	Dengue-2 NS5 capping	HIV fusion peptide	LYP inhibition	NOD2 inhibition	Myeloid diff MLP	Myeloid diff MLP GFP+ MAC1+ %	Hep lipid drop	Hep lipid drop cells 6.5 µM	XIAP displacement	AID2073	others
Cc1ccc(S(=O)(=O)NCCCNS(C)(=O)=O)cc1	-2%	-4%	2.2%	0%	-12%	i	6.3	2	749	-8.7%	-2%
CSc1nc2ncc(C#N)cn2n1	3%	14%	-2.1%	-3%	10%	i	0.1	5	672	-1.9%	2%
CCCN1C(=O)c2cc(C(=O)Nc3ccccc3CC)ccc2C1O (centres undefined)	2%	-3%	2.8%	-6%	5%	i	2.5	.	.	-3.7%	-4%
COc1ccc(Cn2c(O)c(C=Nc3ccc(OC)cc3)c3ccccc3c2=O)cc1	1%	12%	-1.2%	-3%	1%	i	0.4	32	699	-4.4%	5%
CCC(C)[C@H](NC(=O)NCc1ccccn1)C(=O)OC (some centres undefined)	-4%	2%	0.8%	-10%	0%	i	1.0	.	.	2.3%	4%
CC(C)CN(C(=O)COC(=O)CNC(=O)c1ccccc1F)C1CCS(=O)(=O)C1 (centres undefined)	2%	1%	-0.7%	-5%	8%	i	0.8	2	677	-8.9%	-15%
CC(=O)N1CCc2cc(NS(=O)(=O)c3cccs3)ccc21	0%	-6%	0.0%	-5%	9%	i	1.9	.	.	-4.9%	8%
O=C(Nc1ccccc1Cc1ccccc1)c1ccc2c(c1)SC1=NS(=O)(=O)CCN12	0%	-5%	-2.4%	-1%	4%	i	0.6	4	682	-8.5%	-6%
O=C(Nc1ccccc1)c1cccc2c(Br)cccc12	1%	-2%	-1.0%	-3%	1%	?	.	-15	831	.	16%
CCCCCC(=O)NNC1=NCC(Cc2cccc(Cl)c2)S1 (centres undefined)	2%	-10%	-2.1%	0%	0%	.	.	11	697	-3.3%	-14%
Cc1ccc(CNC(=O)CCS(=O)(=O)c2ccc(Cl)cc2)cc1	0%	5%	0.0%	-9%	12%	i	1.1	8	679	-4.2%	-5%
CCOC(=O)c1ccc(NC(=O)C2(c3ccc(Cl)cc3)CCCC2)cc1	-4%	1%	1.9%	-3%	16%	i	1.0	.	.	17%	6%
